VP16 counter: Gal4-VP16 reporter inhibition counter-screen; Drosophila S2 Gal4-VP16 UAS-luciferase, luminescence, 20 h; Potency, µM (highest dose often 53.6 µM), for the others: at the top dose activity, negative = inhibition, actives largely listed as inhibitors; 310,000 compounds, 3.5% hits;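 also: Gal4-VP16 expression switched on by copper sulfate through the metallothionein promoter; % is scaled to controls: 0 for no effect and ±100 for the full control effect; nearly all actives have a fitted effect of over 50% in size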
Rab9 prom act: activates the Rab9 promoter; Huh7 Rab9 promoter-luciferase reporter, luminescence, 24 h; Potency, µM (titrated, usually from 9.22 µM), for inactives: at the top dose activation, negative = inhibition, actives largely listed as activators; 320,000 compounds, 2.8% hits; AID 485297; also: % of control where 0% means no effect; nearly all actives have a fitted effect of over 60% in size
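Quantitative HTS format; Huh7 Rab9-luciferase reporter cells (1500/well) receive compound 2 h post-plating, incubate 24 h at 37 °C, then get luciferase reagent for 10 min before luminescence reading.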
CXXC DNA block: MLL CXXC-DNA interaction inhibition. Q03164. MLL-CXXC / FITC-HOXA9 DNA fluorescence polarization. Potency, µM (doses to about 115 µM), for inactives: at the highest dose activity change, negative = inhibition, actives largely listed as inhibitors. 290,000 compounds, 0.037% hits. AID 2662; active = well fitted inhibition curve with a large enough effect in the polarisation, with a control signal flat, not every such curve was filed as active; inconclusive = small, poorly fitted or top-dose-only effect, or effect the other way, or a change in a side signal; inactive = no such curve, though single readings can be large or run the other way; the % refers to the polarisation
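Purified MLL-CXXC (added from a 7 uM solution) was preincubated 5 min at ambient with pinned compounds in 50 mM Tris-HCl pH 7.5, 50 mM NaCl, 1 mM DTT, 0.05% BSA. Fluorescein-labeled HOX-A9 DNA (50 nM solution) followed, 30 min, then polarization read.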
uPA generation: cell surface uPA generation inhibition; cell surface uPA generation assay, qHTS; Potency, µM (top dose mostly 38.3 µM), without a hit: at the top dose activity change, negative = inhibition, most hits filed as inhibitors; 330,000 compounds, 0.31% hits; active = well fitted inhibition curve with a large enough effect; inconclusive = small, poorly fitted or top-dose-only effect; inactive = no such curve, though single readings can be large or run the other way; tested in mouse RAW 264.7 cells; also: % is scaled to controls: 0 for no effect and ±100 for the full control effect; nearly all actives have a fitted effect of over 55% in size
MBNL1-CUG inh: inhibitors of human MBNL1 binding to CUG repeat RNA; TR-FRET MBNL1-His/biotin-(CUG)12 binding, 665/545 ratio; Q9NR56; Potency, µM (doses to about 57.5 µM), inactives show top-dose activity change, negative = inhibition, usual class: inhibitors; 280,000 compounds, 0.036% hits; active = well fitted inhibition curve with a large enough effect in the signal ratio, with a control signal flat, not every such curve was filed as active; inconclusive = small, poorly fitted or top-dose-only effect, or effect the other way, or a change in a side signal; inactive = no such curve, though single readings can be large or run the other way; the % refers to the signal ratio; also: % is scaled to controls: 0 for no effect and ±100 for the full control effect
Target sequence (Q9NR56 whole entry, looked up): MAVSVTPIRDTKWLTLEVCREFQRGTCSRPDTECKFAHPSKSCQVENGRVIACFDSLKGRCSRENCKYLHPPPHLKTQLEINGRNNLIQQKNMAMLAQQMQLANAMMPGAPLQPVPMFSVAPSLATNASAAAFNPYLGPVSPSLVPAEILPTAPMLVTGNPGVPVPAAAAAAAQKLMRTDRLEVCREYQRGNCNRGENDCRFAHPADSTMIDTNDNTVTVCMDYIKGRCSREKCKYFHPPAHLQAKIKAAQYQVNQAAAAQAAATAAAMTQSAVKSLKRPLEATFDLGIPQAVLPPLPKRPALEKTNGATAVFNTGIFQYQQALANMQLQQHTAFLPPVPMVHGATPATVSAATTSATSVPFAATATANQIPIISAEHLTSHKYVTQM
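TR-FRET between His-tagged MBNL1 and biotin-(CUG)12 RNA, detected with Tb anti-His antibody (0.055 ng/ul) and streptavidin-XL665 (5 nM), 60 min at room temperature. Compounds titrated 92 nM to 58 uM; 665/545 nm ratio normalized to buffer and complex controls.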
p53 reactivator: mutant p53 re-activation in reporter cells; 320,000 compounds, 0.063% hits; H1299 p53-A138V BP100-luciferase reporter, luminescence, 24 h; AID 504706; Potency, µM (titrated, usually from 92.2 µM), for inactives: at the highest dose activity change, positive = activation, most hits filed as activators; also: % of control where 0% means no effect; nearly all actives have a fitted effect of over 45% in size
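p53-null H1299 cells stably carrying temperature-sensitive p53-A138V and a BP100-luciferase reporter were pinned with compounds (4-point, 1:5 series) and held 24 hrs at 37 deg C. Luminescence was read 10 min after detection reagent.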
RORg inh: blocks mouse ROR gamma transcriptional activity; 310,000 compounds, 5.4% hits; Drosophila S2 Gal4-RORgamma UAS-luciferase reporter, 20 h; P51450; Potency, µM (series often up to 53.6 µM), without a hit: top-dose activity change, negative = inhibition, hits mostly inhibitors; also: % is scaled to controls: 0 for no effect and ±100 for the full control effect; nearly all actives have a fitted effect of over 60% in size
Target sequence (P51450 whole entry, looked up, the tested form may be a part): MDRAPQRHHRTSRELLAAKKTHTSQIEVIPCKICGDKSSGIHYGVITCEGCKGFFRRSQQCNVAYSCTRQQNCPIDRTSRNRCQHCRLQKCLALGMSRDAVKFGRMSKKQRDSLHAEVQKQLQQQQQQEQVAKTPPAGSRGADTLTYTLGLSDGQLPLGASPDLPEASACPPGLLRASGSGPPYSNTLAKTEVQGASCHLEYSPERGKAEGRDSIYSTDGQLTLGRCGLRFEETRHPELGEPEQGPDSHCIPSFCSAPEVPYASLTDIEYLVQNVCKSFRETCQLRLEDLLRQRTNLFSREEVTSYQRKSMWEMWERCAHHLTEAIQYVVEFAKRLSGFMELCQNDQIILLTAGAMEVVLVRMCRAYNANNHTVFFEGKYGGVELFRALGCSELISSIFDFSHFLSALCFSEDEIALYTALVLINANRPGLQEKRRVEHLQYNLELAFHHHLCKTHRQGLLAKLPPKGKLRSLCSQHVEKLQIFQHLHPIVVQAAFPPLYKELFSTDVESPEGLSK
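Schneider cells (Drosophila), stable Gal4 DBD–ROR gamma + UAS-luc; 1 hr cmpd preincubation; Cu2+ induction 700 uM final; 20 hr ambient; luminescence.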
FLuc counter: counter-screen for miR-21 project: firefly luciferase inhibitors or activators; P08659; purified FLuc, Km substrates, luminescence inhibition; Potency, µM (doses to about 57.5 µM), for inactives: at the highest dose activity change, negative = inhibition, hits mostly inhibitors; 360,000 compounds, 6.9% hits; AID 588342;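 also: plate controls were vehicle for no effect and reference inhibitor for full effect; nearly all actives have a fitted effect of over 55% in size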
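Biochemical qHTS of compounds, final roughly 60 µM downward over six points, against 10 nM purified firefly luciferase using Km concentrations of substrates (10 uM D-luciferin, 10 uM ATP) in Tris acetate pH 7.5 buffer; luminescence output.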
BRCA1 expr act: BRCA1 expression activation; MCF7-BRCA1-FFLuc reporter, luminescence, 48 h; response scale: scaled: vehicle 0%, 10 µM genistein 100%; Potency, µM (top dose mostly 46.1 µM), without a hit: top-dose activation, actives largely listed as activators; 380,000 compounds, 1.1% hits; AID 624202; also: nearly all actives have a fitted effect of over 80% in size; some results filed as inactive show a strong effect at the top dose
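Quantitative HTS in MCF7 cells stably reporting BRCA1 expression via firefly luciferase. Compound treatment lasts 48 h at 37 °C in phenol-red free MEM. Activation is expressed relative to genistein at 10 microM and DMSO.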
ELG1 genotoxic: inducers of genotoxicity in HEK293T ELG1-luciferase cells | HEK293T ELG1-luciferase reporter, luminescence, 16 h | Potency, µM (top dose mostly 46 µM), inactives show at the highest dose activity change, positive = activation, hits mostly activators | AID 504466 | 330,000 compounds, 1.3% hits; also: % of control where 0% means no effect; nearly all actives have a fitted effect of over 60% in size
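Genotoxicity was scored as increased ELG1-luciferase reporter signal, measured by ONE-Glo luminescence (30 min, room temperature). Compound or vehicle exposure of the HEK293T reporter cells lasted 16 hr at 37°C.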
NPC1 promoter act: activates the NPC1 promoter. Huh7 NPC1 promoter luciferase reporter, 24 h. Potency, µM (doses to about 9.22 µM), without a hit: top-dose activation, actives largely listed as activators. 320,000 compounds, 2.4% hits. AID 485313;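 also: % of control where 0% means no effect; nearly all actives have a fitted effect of over 60% in size; reporter is driven by a mutant NPC1 promoter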
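Huh7 reporter cells (NPC1 promoter driving luciferase) are dosed with compound for 24 h at 37 °C, 5% CO2; luciferase detection reagent is then added and luminescence measured after 10 min at ambient temperature.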
* hit, by the source's call; ? = inconclusive; nt = not tested or not shown; [ ] = remark or other dose. Unless noted, calls follow the shape of the dose curve; as a rule, active = well fitted curve in the direction sought with a large enough effect; inconclusive = small, poorly fitted or top-dose-only effect, or another doubt; inactive = no such curve, though single readings can be large; an effect the other way counts as inactive or inconclusive. Potency is read from the fitted curve at half-maximal effect. An excerpt. The share of hits here may be higher or lower than overall.

molecule,VP16 counter,Rab9 prom act,CXXC DNA block,uPA generation,MBNL1-CUG inh,p53 reactivator,RORg inh,FLuc counter,BRCA1 expr act,ELG1 genotoxic,NPC1 promoter act
COc1cccc(-c2nc(CS(=O)(=O)CC(=O)NCc3ccc4c(c3)OCO4)c(C)o2)c1,-18%,0%,39%[activator],1%,2%,1%,21%,4%,-10%,-7%,-1%
CCOc1ccc(NS(=O)(=O)c2ccc(C)c(C(=O)NCCCn3ccnc3)c2)cc1,-3%,0%,1%,6%,-5%,-1%,28%,1%,0%,1%,1%
Cc1ccc(-c2[nH]nc3c2C(c2ccsc2)C(C#N)=C(N)O3)cc1 (configuration not stated),-11%,9%,-1%,-6%,9%,5%,-15%,0%,-3%,4%,2%
CCOc1ccccc1-c1nnc(SCC(=O)NC2CC3CCC2C3)n1CC (configuration not stated),-2%,-1%,9%,3%,-1%,-15%,?,0%,-35%,-3%,0%
COC(=O)/C(C#N)=C/c1occc1C,-13%,-4%,5%,0%,?,1%,0%,1%,-4%,3%,-2%
Cc1cccc(NS(=O)(=O)c2cc3c4c(c2)CCC(=O)N4CCC3)c1,nt,-5%,nt,-2%,nt,-6%,nt,4%,-31%,-8%,-3%
NC1=NC2(CCCC2)n2c(nc3ccccc32)N1,8%,-4%,4%,2%,-8%,-2%,-3%,1%,4%,-1%,1%
O=C(Nc1ccc2c(c1)OCO2)c1noc2c1CCCC2,-4%,0.63µM*,7%,0%,4%,?,-19%,1.5µM*,?,0.65µM*,0.79µM*
S=c1[nH]nc(-c2ccco2)n1/N=C/C=C/c1ccco1,10µM*,-7%,10%,-1%,?,-5%,7.1µM*,0%,-18%,-3%,-1%
CC(=O)c1c(C)[nH]c(C(=O)OCC(=O)N2CC(=O)Nc3ccccc32)c1C,8%,-1%,7%,-7%,-6%,-7%,9%,0%,-51%,10%,-2%
O=C(/C=C/c1ccccc1[N+](=O)[O-])NCCCn1ccnc1,-6%,-3%,1%,-5%,?,-2%,7%,-2%,-45%,-1%,-2%
NC(=O)c1cccc2cc3ccccc3cc12,-1%,-3%,12%,1%,27%,1%,3%,-3%,0%,3%,-6%
Cc1nn(C)c(C)c1Sc1ccc(Br)cc1,-3%,2%,4%,0%,3%,9%,3%,1%,-4%,-3%,3%
Cc1ccc(S(=O)(=O)Nc2ccc(O)c3ncccc23)cc1,?,-17%,-4%,7.9µM*,54%[activator],12%,2.5µM*,5%,-44%,5%,-34%[inhibitor]
O=C1OCCN1C(=O)[C@H]1[C@H](c2ccc(F)cc2)C(c2ccccc2)=NN1c1ccc(Br)cc1,0%[40.7 µM],nt,nt,9%,nt,-1%,27%[40.7 µM],nt,-29%,1%,nt
Cc1cccc(OCCSc2nnc(-c3ccoc3C)n2C)c1,-1%,0%,6%,-4%,9%,-4%,10%[10 µM],2%,7%,-17%,1%
Cc1ccc(NC(=O)CNC(=O)c2ccc3c(c2)OCO3)nc1,21%,2%,?,3%,-5%,-15%,2%,-2%,35%,0%,9%
O=C(Nc1ccccc1C(=O)N/N=C/c1ccco1)c1ccccc1,?,2%,0%,-2%,61%[activator],11%,7.9µM*,21µM*,-48%,0%,-1%
CN(Cc1ccc(F)cc1)C(=O)c1cccc(S(=O)(=O)N2CCN(c3ccc(F)cc3)CC2)c1,nt,-12%,nt,-6%,nt,7%,nt,1%,-39%,5%,-8%
O=C(COC(=O)CNC(=O)c1ccccc1)NCCc1ccccc1,0%,-5%,7%,8%,nt,3%,10µM*,-1%,-12%,0%,-3%
O=C(NNS(=O)(=O)c1ccc(F)cc1)C1CC(c2cccnc2)=NO1 (configuration not stated),-7%,10%,13%,1%,9%,1%,-2%,-5%,-1%,-2%,-2%
O=C(CCCNS(=O)(=O)c1cccc2nsnc12)NCCc1ccccc1,-1%,-3%,1%,-4%,?,-2%,6%,-1%,-13%,1%,-2%
Cc1cc(C(=O)OCC(=O)NCc2ccco2)c(C)n1-c1ccccc1,28%,-11%,-1%,-12%,-7%,24%,33%,?,-53%,11%,-14%
COc1ccc(CN=C2NC(=O)CC(C(=O)Nc3ccc([N+](=O)[O-])cc3C)S2)cc1 (configuration not stated),10%,-3%,1%,-3%,nt,-24%,?,-1%,-2%,-6%,-5%

Records listed above printed as active in NPC1 promoter act:
Structure | Rab9 prom act | CXXC DNA block | uPA generation | p53 reactivator | RORg inh | BRCA1 expr act | NPC1 promoter act
O=C(Nc1ccc2c(c1)OCO2)c1noc2c1CCCC2 | 0.63µM* | 7% | 0% | ? | -19% | ? | 0.79µM*

(continued)
molecule,VP16 counter,Rab9 prom act,CXXC DNA block,uPA generation,MBNL1-CUG inh,p53 reactivator,RORg inh,FLuc counter,BRCA1 expr act,ELG1 genotoxic,NPC1 promoter act
N#CC1=C(N)Oc2c(ccc3cccnc23)C1c1ccccc1 (configuration not stated),-4%,-19%,-9%,1.3µM*,?,3%,-25%,0%,-45%,-3%,-28%
O=[N+]([O-])c1cc([N+](=O)[O-])c(Oc2cc(Cl)cc(Cl)c2)cc1NN1CCCCC1,nt,-4%,nt,8%,nt,4%,nt,0%,9%,?,-2%
C=CCNC(=O)CSc1nnc(-c2ccc(S(=O)(=O)N3CCCC3)cc2)n1C,2%,0%,10%,2%,0%,-6%,-3%,-4%,-2%,-2%,2%
O=C(COc1ccccc1Cl)N1CCc2ccccc21,?,1.3µM*,-1%,-3%,-4%,?,-2%,6.7µM*,?,9.2µM*,2µM*
Cc1ccc(NC(=O)Nc2ccc(C(=O)N3CCOCC3)cc2)cc1,-26%,-3%,8%,1%,-1%,1%,-2%,0%,22%,-7%,3%
CC1(C)C(=O)NCCN1C(=O)CC1C(=O)NCCN1CC(c1ccccc1)c1ccccc1 (configuration not stated),-15%,-2%,-2%,9%,-1%,-3%,5%,0%,-10%,0%,-5%
Cc1ccc(/C=N/NC(=O)C(c2ccncc2)N2CCOCC2)cc1 (configuration not stated),-1%,-1%,-7%,4%,4%,-1%,-18%,-1%,-1%,3%,-1%
O=C(CCN1C(=O)/C(=C\c2ccc(F)cc2)SC1=S)Nc1ccc(O)cc1,1%,4%,21%,-2%,2%,-4%,24%,1%,-8%,5%,4%
COc1ccc(NC(=O)CSc2nc(C)cc(C)n2)c([N+](=O)[O-])c1,4%,1%,-13%,2%,?,-1%,-1%,3%,-34%,-1%,-3%
CCN(CC)c1ccc2c(O)cc(=O)oc2c1,-8%,1%,4%,2%,-6%,7%,14%,12µM*,0%,3%,0%
O=S1(=O)N=C2CCCCCN2C(c2ccncc2)N1 (configuration not stated),-1%,6%,-8%,4%,-3%,-2%,4%,1%,-1%,2%,-2%
COc1ccccc1C(=O)Nc1cc2c(ccc3ccccc32)oc1=O,-10%,-2%,-2%,nt,3%,-6%,-20%,-2%,nt,0%,1%
COc1ccc(-c2nc(-c3cccs3)c(-c3cccs3)[nH]2)cc1O,-20%,-2%,?,1%,57%[activator],0%,39%,17µM*,-24%,-15%,1%
CCCCNc1nc(-c2ccccc2)cc(C(F)(F)F)c1C(N)=O,?,-6%,3%,10%,-6%,17%,?,2%,-6%,-1%,-2%
COc1ccc(-c2nc3cccc(C)n3c2NCC2CCCO2)cc1O (configuration not stated),?,11%,6%,1%,5%,6%,6%,-18%,13%,6%,1%

Part of the list above in order of length of the SMILES, low to high.
molecule,VP16 counter,Rab9 prom act,CXXC DNA block,uPA generation,MBNL1-CUG inh,p53 reactivator,RORg inh,FLuc counter,BRCA1 expr act,ELG1 genotoxic,NPC1 promoter act
Cc1ccc(S(=O)(=O)Nc2ccc(O)c3ncccc23)cc1,?,-17%,-4%,7.9µM*,54%[activator],12%,2.5µM*,5%,-44%,5%,-34%[inhibitor]
CN(Cc1ccc(F)cc1)C(=O)c1cccc(S(=O)(=O)N2CCN(c3ccc(F)cc3)CC2)c1,nt,-12%,nt,-6%,nt,7%,nt,1%,-39%,5%,-8%
O=[N+]([O-])c1cc([N+](=O)[O-])c(Oc2cc(Cl)cc(Cl)c2)cc1NN1CCCCC1,nt,-4%,nt,8%,nt,4%,nt,0%,9%,?,-2%

Screens: PubChem, National Center for Advancing Translational Sciences (NCATS)
